TNAP inh noacc: human TNAP enzyme inhibitors, primary screen, biochemical, luminescent, no phosphate acceptor, uHTS. purified TNAP, CDP-star luminescence, 30 min. actives 0.26% (n = 200,000). Alkaline phosphatase, tissue-nonspecific isozyme (Homo sapiens), P05186. inhibition, % at 20 µM. AID 1012, 2008;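 active means tissue-nonspecific alkaline phosphatase inhibition above about 50% at 20 µM in the single-dose screen, limit read from the data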;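 further: 0% = DMSO negative control and 100% = EDTA positive control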
bIAP activator: bovine intestinal alkaline phosphatase activators, primary screen, biochemical, bovine IAP, CDP-star luminescence | purified bovine IAP, 30 min; stronger effect = higher value; fold of DMSO-control signal, blank-subtracted | AID 1016, 2008 | alkaline phosphatase, intestinal [Bos taurus] | actives 0.17% (n = 200,000) | activation factor at 20 µM;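 active means activation factor of 2 or more at 20 µM, a signal rise over negative controls twice the positive control's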
NF-kB expr up: activators of NF-kB expression in neurons, primary screen, cell-based, HTS; actives 1.6% (n = 190,000); human neuronal cells, NF-kB reporter expression; stronger effect = higher value; fold change at 12.5 µM; AID 1239, 2008; in the data active means fold change above about 3.3
PMI act satM6P: human PMI activators, high substrate, primary screen, biochemical, fluorescence intensity, near-saturating mannose 6-phosphate; AID 1216, 2008; actives 0.34% (n = 190,000); activation factor at 20 µM; coupled PMI enzyme assay, resazurin fluorescence, 20 min; stronger effect = higher value; 1 = untreated enzyme, 0 = substrate-free blank; Mannose-6-phosphate isomerase (Homo sapiens), P34949;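 active means activation factor of 2 or more at 20 µM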
Target sequence (P34949 whole entry, looked up): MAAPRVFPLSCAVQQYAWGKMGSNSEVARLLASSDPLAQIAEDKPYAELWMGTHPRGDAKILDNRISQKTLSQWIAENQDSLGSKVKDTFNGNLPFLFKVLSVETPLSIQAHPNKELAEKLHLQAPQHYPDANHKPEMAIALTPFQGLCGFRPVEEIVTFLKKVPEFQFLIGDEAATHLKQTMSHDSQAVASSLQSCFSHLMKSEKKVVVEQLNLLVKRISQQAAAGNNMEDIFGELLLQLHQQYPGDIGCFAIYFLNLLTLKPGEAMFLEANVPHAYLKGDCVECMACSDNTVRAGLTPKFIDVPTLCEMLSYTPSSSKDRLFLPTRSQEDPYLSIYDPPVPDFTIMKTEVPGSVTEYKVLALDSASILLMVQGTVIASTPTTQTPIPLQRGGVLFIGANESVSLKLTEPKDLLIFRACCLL
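Material: human phosphomannose isomerase with PGI, G6PDH, diaphorase coupling enzymes; amount: PMI at 15 ng/mL final; also added: Mannose-6-phosphate 1.0 mM (near-saturating) plus 0.22 mM NADP+; incubation: enzyme reaction with compound 20 min at room temperature; signal: resorufin fluorescence (Ex 544/Em 590 nm) from resazurin via diaphorase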
TNAP inh hi DEA: human TNAP enzyme inhibitors, primary screen, biochemical, luminescent, high phosphate acceptor level, uHTS; actives 0.03% (n = 200,000); AID 1135, 2008; purified TNAP, CDP-star luminescence, 1 M DEA; inhibition, % at 20 µM; Alkaline phosphatase, tissue-nonspecific isozyme (Homo sapiens), P05186;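 active means over 50% inhibition of tissue-nonspecific alkaline phosphatase at 20 µM in the single-dose screen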;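 further: plate controls were DMSO wells for no effect and EDTA-quenched wells as full inhibition for full effect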
PMI act: activators of human PMI, primary screen, biochemical, fluorescence intensity, near-Km mannose 6-phosphate | AID 1214, 2008 | activation factor at 20 µM | purified human PMI, coupled resazurin fluorescence, 20 min; stronger effect = higher value; 1 = vehicle control, 0 substrate-free wells | actives 0.005% (n = 190,000) | Mannose-6-phosphate isomerase (Homo sapiens), P34949;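 active means activation factor of 2 or more at 20 µM, relative to plate controls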
FLuc act counter: FLuc activators, initial screening, artefact control for FLuc-dependent activation tests, biochemical, ATPlite luminescence; 200,000 tested, under 10 active; Luciferin 4-monooxygenase (Photinus pyralis), P08659; ATPlite luciferase biochemical, 10 min; 0 = ATP-free wells, 1 = DMSO control; activation factor at 10 µM; AID 1027, 2008;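 active means luciferase activation factor, scaled between plate controls, of at least 2 with compound at 10 µM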
Target sequence (P08659 whole entry, looked up): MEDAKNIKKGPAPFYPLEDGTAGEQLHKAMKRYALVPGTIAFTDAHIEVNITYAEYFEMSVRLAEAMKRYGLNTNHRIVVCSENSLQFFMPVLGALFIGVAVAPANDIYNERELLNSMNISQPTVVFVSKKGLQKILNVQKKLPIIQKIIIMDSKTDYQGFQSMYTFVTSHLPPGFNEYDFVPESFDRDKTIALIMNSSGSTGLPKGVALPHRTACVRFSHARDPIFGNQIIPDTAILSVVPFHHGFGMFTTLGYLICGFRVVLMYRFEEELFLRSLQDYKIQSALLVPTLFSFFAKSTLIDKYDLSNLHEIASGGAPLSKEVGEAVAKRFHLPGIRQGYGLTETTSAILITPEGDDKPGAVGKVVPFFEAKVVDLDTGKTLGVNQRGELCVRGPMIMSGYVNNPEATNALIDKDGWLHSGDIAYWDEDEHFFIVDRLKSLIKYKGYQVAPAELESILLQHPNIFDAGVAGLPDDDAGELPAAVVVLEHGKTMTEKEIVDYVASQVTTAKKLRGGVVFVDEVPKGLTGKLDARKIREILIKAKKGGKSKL
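Assay system: Luciferase/luciferin reagent mix; Medium: PBS as buffer for the ATP substrate; Dosing: test compounds dosed from 2 mM stocks in 100% DMSO; Times: 10 min, room temperature; Signal: luminescence from luciferase reaction; Read-out: luciferase activation; Controls: No-ATP low control, compound-free enzyme-plus-ATP high control.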
APP 5'UTR act: activators of APP 5'UTR luciferase reporter, primary screen, SH-SY5Y cells | SH-SY5Y APP 5'UTR luciferase reporter, luminescence; zero percent = DMSO vehicle wells | activation, % at 2 µM | actives 1% (n = 190,000) | AID 1276, 2008;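 active means activation above a set limit, based on mean plus 3 SD of controls, cut at about 140% in these data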; further: values of inactives mirror those of a sister screen read the other way
TNAP act hiacc: TNAP activators at high phosphate acceptor level, primary screen, biochemical, luminescence, uHTS. purified TNAP, CDP-star luminescence, 1 M DEA, 30 min; stronger effect = higher value; 0 = EDTA background, 1 = DMSO-only activity. Alkaline phosphatase, tissue-nonspecific isozyme (Homo sapiens), P05186. activation factor at 20 µM. 200,000 tested, under 10 active;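 active means activation factor at least 2 at 20 µM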
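Dosing: 20 µM single point. System: human TNAP. Amount: TNAP 1/800 final. Incubation: 30 min, room temperature. Read-out: TNAP activation factor scaled between EDTA and DMSO control wells. Signal: luminescence from CDP-star hydrolysis. Medium: 1 M DEA, pH 9.8, Mg2+, Zn2+. Control set: EDTA negative control, DMSO positive control.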
FLuc inhib CS: firefly luciferase enzyme inhibitors, primary screen, artefact control for luciferase-based inhibitor screens, biochemical, luminescence, ATPLite; actives 1.5% (n = 200,000); AID 1006, 2008; 10 min; inhibition, % at 10 µM; Luciferin 4-monooxygenase (Photinus pyralis), P08659;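 active means inhibition above about 50% when tested at 10 µM, limit read from the data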
An asterisk follows results filed as active; . = no result given.

SMILES	TNAP inh noacc	bIAP activator	NF-kB expr up	PMI act satM6P	TNAP inh hi DEA	PMI act	FLuc act counter	APP 5'UTR act	TNAP act hiacc	FLuc inhib CS
Cc1ccc(NS(=O)(=O)c2ccc(NC(=O)CSc3ccc(Cl)cc3)cc2)c(C)c1	-13	0.9	1.1	0.9	-6	0.9	1.1	-2	1.1	-10
COc1ccc(C2C(C(N)=O)=C(C)Nc3nc(-c4ccccc4OC)nn32)cc1OC (stereo not drawn)	-2	1	1	0.7	-7	0.9	1	-5	1.1	-4
CCCCOC(=O)C1C2C=CC3(CN(CCc4ccccc4)C(=O)C13)O2 (stereo not drawn)	-12	0.9	1.3	1.1	-8	1.1	1.1	5	1.1	-6
CCOC(=O)CC1C(=O)NCCN1C(=O)c1c(F)cccc1F (stereo not drawn)	-18	0.9	1.1	0.9	-5	0.5	1.1	0	1	-5
CCOC(=O)c1[nH]c(C)c(C(=O)NCCCN2CCOCC2)c1C	-7	0.9	1.3	1	-3	1.1	1.1	19	1	-6
CCOc1cc(/C=N/Nc2cccc(C(=O)O)c2)ccc1OCC(=O)N1CCCCC1	-4	0.9	1.6	2.3*	-2	1.7	1	31	1	1
CCCCNC(=O)/C=C/c1ccc(S(=O)(=O)Nc2ccc(OC)cc2)cc1	-10	1	1.1	1	-8	1	1.1	9	1.1	-6
COc1ccc2nc(NC(=O)CSc3ccccc3)sc2c1	-21	0.9	1.6	0.9	-3	1	1	8	1	4
CN1CCc2nc(NC(=O)COc3ccc4ccccc4c3)sc2C1	-11	1.1	1	0.9	-5	1	1	-8	1.1	-4
O=C(COn1nnc2ccccc21)N1CCN(Cc2ccccc2)CC1	-3	1.1	1.8	1	1	1	0.9	13	1	5
Cc1ccccc1NS(=O)(=O)c1cc(C(=O)NCc2ccco2)ccc1C	-6	1	0.86	1	3	0.9	1	-3	1	-1
Cc1nn(C)c(Oc2ccccc2)c1[N+](=O)[O-]	-2	0.9	1.4	0.9	1	0.9	1	1	1	-3
O=C(c1cc(-c2ccc3c(c2)OCO3)on1)N1CCOCC1	-12	0.9	3.1	0.8	-2	0.8	0.3	112	1	70*
Cc1c(NC(=O)c2cc(-c3ccc(Cl)s3)nc3ccccc23)c(=O)n(-c2ccccc2)n1C	0	0.9	0.33	0.9	-5	1	1.1	-9	1	-10
O=Cc1cn(CCC(=O)O)nc1-c1cccc(Cl)c1	-5	1	1	1	-7	1.1	1	12	1.1	-3
CN1CCN(/N=C/c2ccc(-c3ccc([N+](=O)[O-])cc3)o2)CC1	7	0.8	1.8	1.1	9	0.9	1.1	18	0.9	-6
CC1(C)NC(=O)N(CC(O)COc2ccccc2-c2ccccc2)C1=O (stereo not drawn)	-9	1	0.66	1	-9	1	1	5	1.1	-4
c1ccc(CSc2ncnc3c2sc2nc(N4CCOCC4)c4c(c23)CCCC4)cc1	-2	0.9	1.6	1	1	0.9	1	-2	1	-3
O=C(NCCOc1ccc(Cl)cc1)C1CCCCC1	-16	1	0.99	1	-8	1	1	-3	1.1	-2
CC1=N/C(=C/c2cccnc2)C(=O)O1	-8	0.9	0.98	1	-2	1	1	-4	1	-2
CCOC(=O)c1oc2ccc(OC)cc2c1NC(=O)CN1CCN(C)CC1	-3	0.9	1.1	1	-4	1	1.1	0	1	-9
O=C1c2ccccc2C(=O)N1c1ccc(-c2nc3ccccc3o2)cc1	-10	1	1.8	1	-1	1	1	12	1	0
COc1ccc(CN(Cc2ccccn2)C(=O)CN2C(=O)COc3ccccc32)cc1	-8	1	0.77	0.9	-5	1	1	10	1.1	-3
Nc1cc(S(=O)(=O)N2CCCCC2)ccc1N1CCOCC1	-10	1.2	0.92	1	-4	1	1.1	-16	1	-6
Cc1ccc(-n2c(C)cc(C(=O)CSc3nnc4ccccn34)c2C)cc1	4	0.9	3.7*	1.3	-2	1.1	0.9	112	1	10

Continued (2 carried over from the part before).
SMILES	TNAP inh noacc	bIAP activator	NF-kB expr up	PMI act satM6P	TNAP inh hi DEA	PMI act	FLuc act counter	APP 5'UTR act	TNAP act hiacc	FLuc inhib CS
Nc1cc(S(=O)(=O)N2CCCCC2)ccc1N1CCOCC1	-10	1.2	0.92	1	-4	1	1.1	-16	1	-6
Cc1ccc(-n2c(C)cc(C(=O)CSc3nnc4ccccn34)c2C)cc1	4	0.9	3.7*	1.3	-2	1.1	0.9	112	1	10
CS(=O)(=O)N(Cc1ccco1)Cc1ccccc1Cl	-6	0.8	1.1	0.9	1	0.8	1	0	1	-4
COCCN1Cc2cccc(C(=O)Nc3cccnc3)c2C1=O	-10	0.9	1.2	0.9	-2	0.8	1	-24	1	-3
O=C(NCCCCNC(=O)c1ccccn1)c1ccccn1	-7	1	1.2	0.9	0	0.9	1	-4	1	-1
O=C(Cn1c(=O)oc2ccccc21)N1CCCCC1	-10	1	1.1	1	-5	1	1	0	1.1	-3
CC(=O)N1CCN(S(=O)(=O)c2ccc(C)cc2)C1C(C)C (stereo not drawn)	0	1	1.1	1	2	1.1	1	1	1	0
Cc1ccccc1C(=O)N[C@H](C(=O)Nc1ccc(Cl)c(Cl)c1)C(C)C	-61	0.6	0.84	1	3	0.9	1	-4	1	4
CSCCC(NC(=O)CCN1C(=O)c2ccccc2C1=O)C(=O)O (stereo not drawn)	-11	1	1.2	1	4	0.9	1	1	1	-2
Cn1ccs/c1=N\C(=O)Nc1ccccc1	-6	1.2	2.6	0.9	-4	0.9	0.6	66	1	35
C#CCSc1nsc(SCC#C)c1C#N	-1	1	1	0.9	4	0.9	1	-7	1	0
O=C(Nc1cccc(S(=O)(=O)c2cccc(NC(=O)C3CC3)c2)c1)C1CC1	-5	1	1.1	0.9	-4	0.9	1.1	15	1	-8
O=C(Nc1ccc2oc(-c3cccnc3)nc2c1)c1ccco1	-8	1	0.99	0.7	-7	0.8	0.7	21	1.1	26
COC(=O)C(CCSC)NC(=O)CNC(=O)C1CCCCC1 (stereo not drawn)	-14	0.9	1.3	1	-5	0.9	1.1	27	1.1	-5
CCOC(=O)c1sc(-c2ccc(OC)cc2)cc1N	-10	0.8	7.1*	0.9	-5	0.8	0.7	159*	1	33
COc1ccc(C2=NC(c3ccccc3)CO2)cc1 (stereo not drawn)	-3	1.1	1.4	1.1	-2	1.2	0.7	40	1	27
CC(C)CCNC(=O)NC(=O)Cn1cc(C(F)(F)F)ccc1=O	-7	0.9	1.4	1.3	-2	1.1	1	-4	1	-1
Cc1ccc(-n2c(SCc3cc(=O)n4ccsc4n3)nnc2-c2cccnc2)c(C)c1	-11	0.9	1.1	1	-4	1.1	1.1	-3	1	-6
COc1ccccc1NS(=O)(=O)c1cccc(C(=O)NCc2ccco2)c1	4	1	0.92	1.1	3	1.1	1	2	1	0
CCc1nnc(NC(=O)CSc2ccc(-c3nc4ccccc4[nH]3)cn2)s1	-8	1	2.1	1	-2	1	0.9	22	1	7
COc1cccc(-n2nc(C(N)=O)c(O)cc2=O)c1	-4	1.1	1.1	1	-6	1.1	1	3	1.1	-3
CCC(c1nnc(SCCNCCO)n1CCN1CCOCC1)N(C)C (stereo not drawn)	3	1	1.2	1.1	-3	1.1	1	-15	1	-3
Cc1csc(CN(C)C(=O)CC2C(=O)NCCN2Cc2ccc(-c3ccccc3)cc2)n1 (stereo not drawn)	-11	1.2	0.98	.	-3	.	1	2	1	2
CCc1ccc(N(C(C)=O)C2C=CS(=O)(=O)C2)cc1 (stereo not drawn)	-13	1	1.1	0.8	1	0.9	1	17	1	-4
CCC(C)NC(=O)CCn1c(-c2ccc(F)cc2)cc(C(C)=O)c1C (stereo not drawn)	-10	1.1	0.93	0.8	-4	1	1	-13	1	-5
Cc1cc(C)nc(SCc2ccc(C(=O)N/N=C3\CCCC(=O)C3)cc2)n1	1	1	1.3	1	4	1.1	1	2	1	2
COc1ccc(/C=N/NC(=O)CC(=O)NC2CCCCC2)cc1	2	1.1	.	1.1	-7	1.1	1	15	1.1	2
Cc1ccc(C2(C)NC(=O)N(CC(=O)Nc3cc(C)on3)C2=O)cc1 (stereo not drawn)	-12	1	1.2	1	-4	0.9	1	-3	1	-2
COc1ccc(C(=O)NNc2cc(C)nc(NNC(=O)c3ccc(OC)cc3)n2)cc1	-166	1.6	0.8	1.1	-5	1.3	1	4	1.1	1
O=C(O)CCNS(=O)(=O)c1ccc2ccccc2c1	-10	0.9	1.1	1	-6	1	1	7	1.1	-4
CN(C)c1oc(-c2ccco2)nc1C#N	-15	1	0.99	1	-7	1	1.1	-8	1.1	-9
O=C(NCc1ccco1)c1nn2cccnc2c1Cl	-2	1	1.5	1	-5	1.1	1	15	1	-3

Pulled by structure from above (seven):
SMILES	TNAP inh noacc	bIAP activator	NF-kB expr up	PMI act satM6P	TNAP inh hi DEA	PMI act	FLuc act counter	APP 5'UTR act	TNAP act hiacc	FLuc inhib CS
Cc1cc(C)nc(SCc2ccc(C(=O)N/N=C3\CCCC(=O)C3)cc2)n1	1	1	1.3	1	4	1.1	1	2	1	2
CS(=O)(=O)N(Cc1ccco1)Cc1ccccc1Cl	-6	0.8	1.1	0.9	1	0.8	1	0	1	-4
Cc1ccc(-n2c(SCc3cc(=O)n4ccsc4n3)nnc2-c2cccnc2)c(C)c1	-11	0.9	1.1	1	-4	1.1	1.1	-3	1	-6
COc1ccc(C(=O)NNc2cc(C)nc(NNC(=O)c3ccc(OC)cc3)n2)cc1	-166	1.6	0.8	1.1	-5	1.3	1	4	1.1	1
CSCCC(NC(=O)CCN1C(=O)c2ccccc2C1=O)C(=O)O (stereo not drawn)	-11	1	1.2	1	4	0.9	1	1	1	-2
CCc1ccc(N(C(C)=O)C2C=CS(=O)(=O)C2)cc1 (stereo not drawn)	-13	1	1.1	0.8	1	0.9	1	17	1	-4
Cn1ccs/c1=N\C(=O)Nc1ccccc1	-6	1.2	2.6	0.9	-4	0.9	0.6	66	1	35
